# Source: PubChem BioAssay (several laboratories)
# PDI turbidity – inhibitors of human protein disulfide isomerase. PDI insulin aggregation turbidity, A650, 90 min. inhibition, % at 10 µM. 0.052% of 350,000 active. AID 588391;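 active = mean inhibition across replicates of 30% or more, whatever share of single replicates reach that level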;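 note: absorbance from insulin aggregation driven by PDI reduction with DTT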
# Target sequence (P07237 whole entry, looked up): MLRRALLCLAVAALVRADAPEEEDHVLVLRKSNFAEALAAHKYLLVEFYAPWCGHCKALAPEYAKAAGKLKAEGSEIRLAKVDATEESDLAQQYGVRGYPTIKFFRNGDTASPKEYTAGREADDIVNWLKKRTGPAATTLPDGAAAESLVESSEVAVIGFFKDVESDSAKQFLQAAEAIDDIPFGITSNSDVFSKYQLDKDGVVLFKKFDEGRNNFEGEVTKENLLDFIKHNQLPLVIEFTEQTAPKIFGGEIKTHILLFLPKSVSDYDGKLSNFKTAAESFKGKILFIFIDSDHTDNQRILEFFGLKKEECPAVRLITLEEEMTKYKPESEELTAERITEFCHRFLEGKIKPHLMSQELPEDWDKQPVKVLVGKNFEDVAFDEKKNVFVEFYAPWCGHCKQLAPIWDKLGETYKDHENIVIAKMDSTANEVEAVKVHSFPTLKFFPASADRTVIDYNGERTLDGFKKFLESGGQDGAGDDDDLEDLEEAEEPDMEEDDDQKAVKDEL
# Vif imaging – HIV Vif inhibition; inhibition, % at 7.49 µM; HEK293T cells, Vif self-association by quenched fluorescence, imaging, 24 h; 0.35% of 340,000 active; in the data active = inhibition above about 50%, passing the limit was not always enough; note: some results filed as inactive read as strong as hits
# CaV13 FRET inh – Primary screen for inhibitors of IQ motif and Ca2+-dependent inactivation inhibitor domain binding in CACNA1D, Förster resonance energy transfer in living cells, …; AID 743397; HEK cells, CFP/YFP FRET ICDI-IQ, plate reader, 10 min; percent FRET-ratio fall versus neutral wells; 0.098% of 340,000 active; inhibition, % at 12.3 µM;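 active = mean replicate inhibition of at least 30% and at least 1% of replicates passing that level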;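 note: 0% = median of the neutral control wells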
# NR2E3 ag-1 – activates human NR2E3 receptor; Q9Y5X4; CHO-S Gal4-NCOR/VP16-NR2E3 two-hybrid, luciferase; inhibition of corepressor binding, % at 3.98 µM; 0.35% of 360,000 active; AID 602229;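 active = inhibition above the mean of all tested compounds plus 3 SD, cut at about 70% in these data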;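 note: 0% = DMSO with NR2E3 transfected cells and 100% = cells lacking NR2E3 construct; higher means lower luciferase signal from less NR2E3 corepressor binding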
# Target sequence (Q9Y5X4 whole entry, looked up, the tested form may be a part): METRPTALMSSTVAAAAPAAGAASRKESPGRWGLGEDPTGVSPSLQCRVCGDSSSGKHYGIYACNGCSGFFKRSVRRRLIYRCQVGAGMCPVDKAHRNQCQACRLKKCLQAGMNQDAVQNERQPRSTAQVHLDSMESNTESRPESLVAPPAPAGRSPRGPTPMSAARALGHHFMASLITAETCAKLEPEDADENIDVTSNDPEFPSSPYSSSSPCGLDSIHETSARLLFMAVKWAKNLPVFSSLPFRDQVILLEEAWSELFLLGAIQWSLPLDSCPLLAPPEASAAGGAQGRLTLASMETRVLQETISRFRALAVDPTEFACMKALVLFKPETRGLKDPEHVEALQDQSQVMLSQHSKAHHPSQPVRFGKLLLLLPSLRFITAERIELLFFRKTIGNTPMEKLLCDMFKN
# NR2E3 ag-2 – agonists of human nuclear receptor NR2E3. Q9Y5X4. GST-NR2E3/biotin-RetCOR TR-FRET, 1536-well. inhibition of corepressor binding, % at 4.78 µM. 0.12% of 320,000 active. AID 2300;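 active = percent inhibition above the cutoff of mean plus 3 SD of all tested compounds, set per screening campaign, cut at about 20% in these data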;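 note: 0% = DMSO wells and 100% = biotin wells as full block of FRET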
#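 Test system – NR2E3–RetCOR corepressor complex · Quantity – NR2E3 fusion 1.35 nM · Buffer or medium – Tris pH 7.5 · Incubation – Compound–protein incubation for 5 h at 4 °C · Technique – TR-FRET, Eu(K)-anti-GST donor, streptavidin-D2 acceptor, ex 340, em 617/671 nm · Evaluation – percent inhibition of 671/617 nm emission ratio versus biotin and DMSO controls · Plate – 1536-well format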
# Peg3 prom inh – reduces Peg3 promoter-driven luciferase expression in HeLa; HeLa PEG-Prom luciferase reporter, luminescence, overnight; inhibition, % at 20 µM; 1.7% of 360,000 active; AID 588405;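 active = inhibition of at least 50% at 20 µM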
# KKLEB cytotox – counter-screen for CF NF-kB inhibitors: cytotoxicity | KKLEB CF airway cells viability, ATPlite luminescence, overnight; active compounds read low; cells stimulated with P. aeruginosa culture filtrate | activity change (cytotoxicity), % at 5 µM | 0.36% of 360,000 active | AID 602141;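 active = corrected activity change at or below -50% at 5 µM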
# Shn3 inh set2 – Schnurri-3 reporter inhibition in Clone20 osteoblasts; Clone20 osteoblast Shn3 3'UTR firefly luciferase, 24 h; inhibition, % at 12.5 µM; 0.52% of 360,000 active; AID 588674;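 active = mean inhibition of at least 75% with every replicate also reaching 75%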;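 note: 0% = median of neutral control wells and 100% = pilot-screen positive control compound; some compounds past the cut are filed as inactive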
# CF NFkB block – blocks PAF-induced NF-kB reporter in cystic fibrosis cells | 0.86% of 360,000 active | KKLEB NF-kB-GFP reporter, GFP fluorescence overnight | inhibition, % at 5 µM;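 active = at least 50% inhibition at 5 µM, scaled per plate between neutral and stimulator controls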;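 note: PAF is a Pseudomonas aeruginosa culture filtrate used as stimulus; plate controls were PAF-stimulated DMSO wells for no effect and unstimulated DMSO wells for full effect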
# TRPM1 prom inh – inhibitors of MITF-driven TRPM1 promoter in melanoma cells; SK-MEL-5 TRPM1 promoter luciferase, 24 h; inhibition, % at 12.5 µM; 0.83% of 330,000 active;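 active = mean inhibition across replicates of 60% or more, whatever share of single replicates reaches that level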; note: values of inactives mirror those of a sister screen read the other way
# HIF-2a inh – HIF-2a inhibition; 0.72% of 360,000 active; AID 624352; 786-0 RCC cells HIF-2a reporter, luciferase luminescence, overnight; inhibition, % at 18.8 µM;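 active = inhibition of the luminescence signal of 40% or more relative to plate controls, in a single-dose primary screen at 18.75 µM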
# Starred values were filed as active, the others as inactive; . = not tested or not shown.
# A first look:
# Results follow in this order: CaV13 FRET inh, HIF-2a inh, Peg3 prom inh, TRPM1 prom inh, Vif imaging, NR2E3 ag-1, Shn3 inh set2, KKLEB cytotox, NR2E3 ag-2, CF NFkB block, PDI turbidity
O=C(O)c1ccc(C2(c3ccc(C(=O)O)cc3)OC(=O)c3ccccc32)cc1
 : 11.0, 15.5, 13.4, -1.8, 0.9, -0.7, -1.9, 0.4, -1.0, -4.6, 5.6
COc1ccc(-c2nc3ccccc3s2)cc1NC(C)=O
 : 0.6, -172.2, -295.0, -62.5, -12.3, -151.9, -85.1, 4.8, -0.2, -43.2, -6.5
Cc1cc(OCC(O)CNC(C)(C)C)ccc1Cl (stereo unspecified)
 : -4.3, 9.2, 10.8, 3.6, 7.2, -2.9, 23.1, 1.4, 1.6, -7.9, 2.3
COc1ccc2[nH]cc(CCNC(=O)Cc3c(F)cccc3Cl)c2c1
 : -19.5, -7.9, 2.5, -13.4, -7.8, -28.8, 17.7, 15.0, 2.5, -17.0, -0.4
O=C1CCC(C(=O)N2CCSCC2)CN1Cc1ccc(Cl)cc1 (stereo unspecified)
 : -6.5, -7.9, -16.6, -2.4, -3.1, -4.8, 0.1, -5.5, 3.0, 3.6, -0.5
Cc1c(Cl)cccc1NC(=O)CCN1C(=O)C2CC=CCC2C1=O (stereo unspecified)
 : -5.7, 0.1, 0.2, -5.7, 0.4, 9.1, -6.5, -1.5, -0.5, -5.3, -5.9
O=C(c1ccc([N+](=O)[O-])c(CS(=O)(=O)c2ccc(Cl)cc2)c1)N1CCCCC1
 : -4.0, 17.5, 5.0, -13.4, 0.3, -10.6, -1.9, 9.5, -2.3, 3.5, 4.6
Cc1c(C(=O)OCC(=O)N2CCC(C)CC2)oc2ccccc12
 : -6.7, -172.6, -134.6, -51.0, -5.5, 10.7, -8.1, -13.3, 0.6, 21.4, 2.8

# This part in full, from the start:
# Results follow in this order: CaV13 FRET inh, HIF-2a inh, Peg3 prom inh, TRPM1 prom inh, Vif imaging, NR2E3 ag-1, Shn3 inh set2, KKLEB cytotox, NR2E3 ag-2, CF NFkB block, PDI turbidity
O=C(O)c1ccc(C2(c3ccc(C(=O)O)cc3)OC(=O)c3ccccc32)cc1
 : 11.0, 15.5, 13.4, -1.8, 0.9, -0.7, -1.9, 0.4, -1.0, -4.6, 5.6
COc1ccc(-c2nc3ccccc3s2)cc1NC(C)=O
 : 0.6, -172.2, -295.0, -62.5, -12.3, -151.9, -85.1, 4.8, -0.2, -43.2, -6.5
Cc1cc(OCC(O)CNC(C)(C)C)ccc1Cl (stereo unspecified)
 : -4.3, 9.2, 10.8, 3.6, 7.2, -2.9, 23.1, 1.4, 1.6, -7.9, 2.3
COc1ccc2[nH]cc(CCNC(=O)Cc3c(F)cccc3Cl)c2c1
 : -19.5, -7.9, 2.5, -13.4, -7.8, -28.8, 17.7, 15.0, 2.5, -17.0, -0.4
O=C1CCC(C(=O)N2CCSCC2)CN1Cc1ccc(Cl)cc1 (stereo unspecified)
 : -6.5, -7.9, -16.6, -2.4, -3.1, -4.8, 0.1, -5.5, 3.0, 3.6, -0.5
Cc1c(Cl)cccc1NC(=O)CCN1C(=O)C2CC=CCC2C1=O (stereo unspecified)
 : -5.7, 0.1, 0.2, -5.7, 0.4, 9.1, -6.5, -1.5, -0.5, -5.3, -5.9
O=C(c1ccc([N+](=O)[O-])c(CS(=O)(=O)c2ccc(Cl)cc2)c1)N1CCCCC1
 : -4.0, 17.5, 5.0, -13.4, 0.3, -10.6, -1.9, 9.5, -2.3, 3.5, 4.6
Cc1c(C(=O)OCC(=O)N2CCC(C)CC2)oc2ccccc12
 : -6.7, -172.6, -134.6, -51.0, -5.5, 10.7, -8.1, -13.3, 0.6, 21.4, 2.8
CNC(=O)C1(C)C=CC2(CCCCC2)N1C(=O)OC (stereo unspecified)
 : -10.1, 1.3, -9.5, 5.5, -3.6, -7.0, -1.4, -4.8, 2.6, 20.7, -0.2
COc1cc(NC(=O)CS(=O)(=O)c2ccccc2)cc(OC)c1OC
 : ., 11.4, 7.3, 0.1, 16.6, -3.5, 6.2, 1.5, 8.2, -7.3, -0.7
CCOc1ccc(N(C(C)C(=O)Nc2cccnc2)S(C)(=O)=O)cc1 (stereo unspecified)
 : 13.1, 3.8, -8.7, 2.3, -1.9, 11.7, -14.9, 9.9, 1.1, -12.7, 5.0
O=C(Cn1c(=O)oc2ccccc21)NCc1ccco1
 : -0.4, 5.4, 4.9, 4.1, 5.5, -14.8, -13.6, 4.3, 5.7, -10.9, 3.8
O=C(N=Nc1c(O)n(Cc2ccccc2)c2ccccc12)c1ccncc1
 : -2.1, -106.5, -75.3, -22.3, -1.6, -20.7, 4.8, -5.0, 4.0, -0.8, -3.7
CC1(c2ccc(NC(=O)c3ccccc3F)cc2)CC1(Cl)Cl (stereo unspecified)
 : -21.3, -337.4, -285.2, ., -4.8, -147.8, -121.6, -1.3, -6.4, 2.0, -3.5
Cc1cccc(C)c1NC(=O)CS(=O)CC(=O)N1CCN(c2ccccc2)CC1 (stereo unspecified)
 : -6.9, -4.3, 18.0, -6.0, 12.9, -6.5, 2.6, -8.9, 6.5, 14.3, -0.9
COc1ccccc1CCc1nnc(CCC(=O)NC(C)Cc2cccc(C)n2)o1 (stereo unspecified)
 : -5.5, 10.3, 10.3, -4.9, 6.5, 14.1, 3.3, 5.8, 3.7, 11.3, 1.4
CCC1C=C(c2ccccc2)C=CN=C1N(CC)CC (stereo unspecified)
 : -5.0, 21.3, -0.7, -5.2, -5.1, -12.2, 1.9, -10.8, 1.9, -3.9, -2.0
CC(C)[C@@H](C(=O)OCC(=O)c1ccc2c(c1)NC(=O)CO2)N1C(=O)c2ccccc2C1=O
 : -6.1, 5.9, 1.8, -10.2, -2.1, -10.2, -8.8, -4.7, ., 0.2, 2.7
CN(C(=S)Nc1ccccc1)c1ccccc1
 : -5.7, -4.0, -24.0, -9.8, -0.6, -20.6, 14.8, 4.4, -0.2, 4.8, -2.5
CCNC(=S)N1CCN=C1Nc1nc(C)cc(C)n1
 : -3.4, 2.1, 9.2, -6.1, 0.8, -31.6, -2.7, 0.2, -0.8, -9.3, -3.1
N#Cc1c(-c2cccs2)cc(-c2cccnc2)nc1N
 : -5.6, -18.4, 12.3, -5.4, 0.1, -0.8, -0.1, 7.9, 0.9, -50.4, 7.8
O=S(=O)(c1ccc2[nH]c3c(c2c1)CCCC3)N1CCCCC1
 : -6.7, 9.1, 35.5, 9.2, -17.2, -28.6, 17.2, -4.1, 0.3, 18.6, -8.7
CCn1c(COc2cccc(OC)c2)nnc1SCC(=O)NCC1CCCO1 (stereo unspecified)
 : -4.9, 14.6, -3.0, -8.4, 14.4, -18.4, -22.3, 6.1, -1.7, -3.7, -6.5
Cn1c(=O)c2c(nc(N/N=C3\CCCc4ccccc43)n2Cc2ccc(F)cc2)n(C)c1=O
 : -1.1, 17.0, 16.5, -1.1, 16.5, 0.9, 22.5, -5.8, -0.6, 1.8, 1.7
N#CC1(NC(=O)CSc2nncn2-c2ccccc2F)CCCC1
 : -2.3, 2.9, 13.4, -3.1, 7.8, 4.0, -5.1, 15.5, 1.7, -17.7, -4.8
O=C(OCC#CCSc1nc2ccccc2o1)c1ccco1
 : -8.1, -64.1, -49.0, -26.2, 27.1, 0.5, -15.0, -2.7, 5.1, 12.2, 0.7
NC(=O)CC(NC(=O)OCc1ccccc1)C(=O)O (stereo unspecified)
 : -5.2, 12.0, 3.8, 5.0, 11.1, -11.2, -12.4, 9.6, -2.8, -7.8, 23.7
CCCCNC(=O)c1nc(C2CCN(S(=O)(=O)c3csc(C(=O)O)c3)CC2)oc1-c1ccccc1
 : -6.6, 11.0, 5.5, ., ., -22.4, -38.0, -5.4, ., -5.2, .
Cc1cc(C)cc(-n2nnnc2SCC(=O)Nc2cccc(NC(=O)c3ccco3)c2)c1
 : ., 13.4, 32.1, 15.4, 5.2, -14.6, 0.6, 9.2, 0.7, -4.8, 6.0
COc1cc(/C=N/NC(=S)Nc2cccc(C(=O)O)c2)ccc1O
 : -19.7, 43.3*, 12.1, 40.2, 2.4, -164.2, 17.2, -6.4, -1.5, -2.7, 8.5
CSC1=N/C(=C\C=C\c2cccs2)C(=O)S1
 : ., -28.6, -3.9, 1.0, -0.3, -17.4, -9.8, 8.5, -2.8, 0.8, -10.4
COc1cccc(NC(=O)COC(=O)c2c(-c3ccccc3)noc2C)c1
 : -7.7, -2.0, 12.7, 12.4, ., 3.2, -13.2, -13.2, 1.6, -4.7, -4.4
CC(O)(c1cccnc1)c1nc(/C=C/c2ccccc2)cs1 (stereo unspecified)
 : -4.6, -96.7, -24.6, ., -26.6, -10.3, 9.4, 3.7, ., -18.8, 1.2
O=C(CSc1nc(Nc2ccccc2)nc(N2CCOCC2)n1)Nc1ccc([N+](=O)[O-])cc1
 : -7.6, 3.5, 28.0, -23.3, ., -25.5, 14.2, -13.9, -3.2, 18.3, -4.0
O=C(COC(=O)c1cc[n+]([O-])cc1)Nc1c(Cl)cccc1C(F)(F)F
 : -5.0, 5.5, -14.5, 0.1, -15.1, 2.5, 4.0, -16.3, 2.6, 10.5, 9.1
O=C(O)CN1C(=O)Nc2ccc(Br)cc2C1c1ccccc1 (stereo unspecified)
 : ., 11.7, 4.9, 3.9, -2.2, -8.3, 23.2, -0.7, 5.5, 0.4, -10.6
CC(/C=N/NC(=O)CSc1ccccn1)=C\c1ccc(C(C)C)cc1
 : -5.0, -174.3, -155.5, -70.1, 0.3, -60.9, -14.1, -4.4, -3.7, -7.7, -0.3
Cc1ccc(OCC(=O)NNC(=O)C2CSC3(C)CCC(=O)N23)cc1C (stereo unspecified)
 : -3.9, 2.7, 5.0, -1.9, ., 11.7, -5.6, 7.2, ., -10.8, -1.5
CN(C)/C=C1\C(=O)N(c2ccc(Cl)cc2)CS1(=O)=O
 : -4.1, -154.0, -170.5, -32.8, 1.4, -116.5, -66.9, 8.0, -0.3, -2.2, -3.7
COc1c(C)cc(C(=O)C2CCCN(C(=O)c3ccc4cc[nH]c4c3)C2)cc1C (stereo unspecified)
 : -2.6, 14.0, 23.3, -8.1, -3.5, -16.3, -11.9, -14.4, 3.5, -5.9, 0.5
COc1cccc(C(=O)OCC(=O)N2CCc3ccccc3C2)c1
 : -7.3, 1.6, 1.0, -3.7, 3.0, -50.2, -9.0, -5.5, ., 4.6, -3.4
COc1cc(C)c(NC(=O)C2CCN(S(=O)(=O)c3cccs3)CC2)cc1OC
 : -2.2, 0.7, 10.4, 2.2, 4.5, -16.7, -12.1, 9.1, -0.7, -17.1, 6.5

# Rows were taken by chance; 3.3% or so of the library scored in one or more.
